Source: PubChem BioAssay (National Center for Advancing Translational Sciences (NCATS))
SW480 rereplic = A quantitative high throughput screen for small molecules that induce DNA re-replication in SW480 colon adenocarcinoma cells | Potency, µM (series often up to 46.1 µM), without a hit: at the top dose re-replication activation, hits mostly activators | AID 624297, 2012 | 1.8% of 340,000 active | SW480 DNA re-replication, Hoechst DNA content imaging, 48 h; further: potency means the concentration at half of the fitted maximal effect; % of control where 0% means no effect; nearly all actives have a fitted effect of over 55% in size
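Per well, 250 cells were exposed to pinned compound for 48 hr. Nuclear DNA was visualised with Hoechst (40 min, 37 C) and total object intensity recorded by fluorescence scanning.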
IL-1B inflam inh = qHTS for Inhibitors of Inflammasome Signaling: IL-1-beta AlphaLISA Primary Screen; THP-1 LPS/ATP IL-1B secretion, AlphaLISA, 16 h; active compounds read low; activity change, % at 57.5 µM; 4.7% of 360,000 active; AID 743279, 2014; in the data active means activity change below about -50%; inconclusive means mostly about -30% to -49%; further: on the % scale 0 is the no-effect control and ±100 the full control effect
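Secreted IL-1B measured by AlphaLISA bead assay after 16 h compound exposure of THP-1 cells; compounds (final up to 57.5 uM) added 1 h before LPS (250 ng/mL) and ATP (1.25 mM) stimulation; lower signal means less secretion.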
GLP1R cytotox = qHTS of GLP-1 Receptor Inverse Agonists: Cytotox Screen; HEK293 cAMP-luciferase reporter cells, luminescence, 24 h; 0.13% of 410,000 active; Potency, µM (doses to about 38.3 µM), for the others: top-dose activity change, negative = inhibition, actives largely listed as inhibitors;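 further: loss of luciferase light is scored as toxicity; potency means the concentration at half of the fitted maximal effect; on the % scale 0 is the no-effect control and ±100 the full control effect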
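Quantitative HTS format, 1536 wells, 200 cells/uL seeded. Compounds: 23 nL, 24 h, 37 °C. Detection: luciferase reagent, luminescence at 12 min RT; decreased signal taken as cytotoxic.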
HT1080 IDH1KD tx = qHTS for induction of synthetic lethality in tumor cells producing 2HG: qHTS for the HT-1080-IDH1KD cell line. 2% of 360,000 active. Potency, µM (series often up to 46.1 µM), for inactives: at the top dose activity, negative = toxicity, actives largely listed as cytotoxic. HT-1080 IDH1 knockdown viability, ATP luminescence, 48 h. AID 686971, 2013;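 further: potency means the concentration at half of the fitted maximal effect; 0% = DMSO wells and -100% = cell-free medium wells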
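HT-1080-IDH1KD cells (IDH1 knocked down), 750/well in RPMI with 5% FBS, treated with compound 48 h at 37 degrees C. Viability by CellTiter-Glo luminescence, normalised to DMSO and no-cell wells; concentration-response curves classed.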
MCF10A rereplic = A quantitative high throughput screen for small molecules that induce DNA re-replication in MCF 10a normal breast cells; MCF 10A DNA re-replication, Hoechst nuclear intensity, 48 h; Potency, µM (doses to about 46.1 µM), inactives show at the highest dose activity, positive = re-replication, hits mostly activators; 2.9% of 350,000 active; further: potency means the concentration at half of the fitted maximal effect; % of control where 0% means no effect; nearly all actives have a fitted effect of over 50% in size
KB-V1 MDR tox = qHTS assay for MDR1-selective chemotherapeutics: Primary screen using the drug-selected MDR subline cells KB-V1. AID 1347076, 2019. KB-V1 MDR cells viability, CellTiter-Glo, 72 h. 3.4% of 400,000 active. Potency, µM (top dose mostly 46.1 µM), for inactives: at the top dose activity change, negative = cytotoxicity, most hits filed as cytotoxic; further: potency means the concentration at half of the fitted maximal effect; on the % scale 0 is the no-effect control and ±100 the full control effect; nearly all actives have a fitted effect of over 60% in size
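Luminescent ATP read-out (CellTiter-Glo, 10 min) measures survival of drug-selected KB-V1 MDR cells after 72 h, 37 degrees C compound exposure. Medium: phenol-red-free DMEM, 10% FBS. Values from fitted concentration-response curves.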
DRD3 agonist = qHTS of D3 Dopamine Receptor Agonist: qHTS. D(3) dopamine receptor (Homo sapiens), P35462. D3R DiscoveRx beta-arrestin cells, luminescence, 90 min. max activation, %. 0.58% of 410,000 active. AID 652048, 2013; in the data active means max activation above about 30%; further: 0% is about no effect; mostly tested at two doses, the higher about 12 µM
Target sequence (P35462 whole entry, looked up): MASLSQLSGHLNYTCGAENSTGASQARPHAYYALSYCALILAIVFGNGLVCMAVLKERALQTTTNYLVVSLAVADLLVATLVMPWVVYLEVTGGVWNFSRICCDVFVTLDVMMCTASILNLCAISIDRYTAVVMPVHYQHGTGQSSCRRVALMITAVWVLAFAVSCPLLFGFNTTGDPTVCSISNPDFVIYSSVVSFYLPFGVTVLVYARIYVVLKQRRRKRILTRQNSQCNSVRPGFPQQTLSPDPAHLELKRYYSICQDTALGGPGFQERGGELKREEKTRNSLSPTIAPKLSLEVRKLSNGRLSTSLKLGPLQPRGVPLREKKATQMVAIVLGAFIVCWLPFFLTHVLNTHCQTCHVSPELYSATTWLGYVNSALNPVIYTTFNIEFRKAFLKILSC
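Agonist-mode cell screen: cells plated at 1500/well and incubated overnight at 37 °C, then exposed to library compounds for 90 min at 37 °C. Detection reagent was added for 30–60 min at room temperature, and luminescence was read.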
KB-3-1 cytotox = qHTS assay for MDR1-selective chemotherapeutics: Primary screen using the parental adenocarcinoma cell KB-3-1 | KB-3-1 viability, CellTiter-Glo ATP luminescence, 72 h | Potency, µM (series often up to 46.1 µM), without a hit: at the top dose activity change, negative = cytotoxic, usual class: cytotoxic | 1.4% of 400,000 active | AID 1347075, 2019; further: potency means the concentration at half of the fitted maximal effect; on the % scale 0 is the no-effect control and ±100 the full control effect; nearly all actives have a fitted effect of over 60% in size
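Cytotoxicity measured as CellTiter-Glo luminescence after 72 h at 37 C. Compound titrations were pinned onto drug-naive KB-3-1 parental adenocarcinoma cells grown in DMEM with 10% FBS, and normalized data fitted to concentration-response curves.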
HT1080NT lethal = qHTS for induction of synthetic lethality in tumor cells producing 2HG: qHTS for the HT-1080-NT fibrosarcoma cell line | HT-1080-NT fibrosarcoma viability, CellTiter-Glo ATP luminescence, 48 h | Potency, µM (top dose mostly 46.1 µM), for the others: top-dose activity, negative = less viability, usual class: cytotoxic | 1.6% of 360,000 active | AID 686970, 2013;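 further: NT is the 2HG producing partner of a matched IDH1 knockdown line; potency means the concentration at half of the fitted maximal effect; 0% = DMSO-treated cells and -100% = media-only wells without cells; nearly all actives have a fitted effect of over 55% in size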
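Luminescent CellTiter-Glo readout after 48 hours of compound exposure at 37 degrees C defined viability of HT-1080-NT cells. Activity was normalized to DMSO wells and cell-free media wells; concentration-response curves were fitted and assigned curve classes.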
* marks the source's active call; other numbers are inactive results; ? = inconclusive; . = not tested or not shown; [ ] = another dose, or the depositor's remark. Unless noted, the call rests on the fitted dose curve; in most records, active means well fitted curve in the direction sought with a large enough effect; inconclusive means small, poorly fitted or top-dose-only effect, or another doubt; inactive means no such curve, though single readings can be large; an effect the other way counts as inactive or inconclusive.

SMILES | SW480 rereplic | IL-1B inflam inh | GLP1R cytotox | HT1080 IDH1KD tx | MCF10A rereplic | KB-V1 MDR tox | DRD3 agonist | KB-3-1 cytotox | HT1080NT lethal
CC(=O)C1C(c2ccc([N+](=O)[O-])cc2)C2C(C)=NN=C2CC1(C)O (configuration not stated) | -7.3% | 3.6 | 15.7% | -4.6% | 9.3% | ? | -3.8 | 1.6% | 11.3%
C#CCOCCOCCOCCNc1nc(N2CCN(C(=O)CCCCCCCCCCNC(=O)Cn3cc(CCCCCN)nn3)CC2)nc(N2CCN(C(=O)CCCCCCCCCCNC(=O)[C@@H](CCSC)n3cc(CCO)nn3)CC2)n1 | -14.2% | -59.6* | -13.7% | -14.6% | ? | 10.0% | -33.3 | ? | -12.0%
CC1(C)NC(=O)N(CC(O)COc2ccc(-c3ccc(C#N)cc3)cc2)C1=O (configuration not stated) | -10.0% | 35.9 | -19.5% | -10.4% | 6.6% | 20.6µM* | -0.5 | -6.2% | -8.4%
COc1cc(NC(=O)Nc2nc(C(N)CCc3ccccc3)cs2)cc(OC)c1OC (configuration not stated) | . | ? | 2.5% | ? | . | -4.7% | 3.4 | ? | 18.4µM*
O=C(OCCCC(=O)N1CCOCC1)c1ccccc1 | -8.2% | ? | -11.4% | 0.1% | -0.1% | -1.8% | 0.4 | 1.3% | 6.8%
CCCS(=O)(=O)NC(=O)C1(C)CCN(C(=O)c2ccc3ccccc3c2)C1 (configuration not stated) | . | 19.2 | 10.3% | -0.7% | . | 4.9% | -4.8 | 0.0% | 25.4%
CCOC(=O)C1(CCc2ccccc2)CCN(Cc2cnc(N(C)C)s2)CC1 | 0.6% | ? | -6.2% | -25.1% | 26.3% | -10.1% | -21.4 | -6.5% | -24.6%
S=C(N=Nc1ccccc1)NNc1ccccc1 | ? | -6.8 | -8.9% | -8.7% | -19.7% | -4.8% | 0.0 | 0.0% | 5.9%
CC(OC(=O)/C=C/c1cccc(F)c1)C(=O)NC1CCCCC1C (configuration not stated) | -1.1% | 11.4 | ? | 6.1% | -28.4% | 12.5% | 4.6 | 4.3% | 7.6%
COc1ccc(CCNC(=O)CCNC(=O)c2ccccc2Cl)cc1 | -4.9% | 5.5 | 7.3% | 16.0% | 1.8% | -19.3% | -6.4 | 4.6% | 9.3%
CCCC(=O)N1CCCC1(C)C(=O)Nc1ccc(-n2cccc2)cc1 (configuration not stated) | . | -21.9 | 2.4% | 5.1% | . | 3.5% | 3.5 | 0.0% | 17.2%
COCCNC(=O)[C@H](CSCc1ccccc1)N1Cc2ccccc2C1=O | -6.9% | -11.9 | -3.9% | 0.3% | -2.0% | 9.2µM* | 3.1 | 13.9% | 3.3%
O=C(NCc1ccccn1)c1ccc(COc2ccc(Cl)cc2)o1 | 21.5% | -8.3 | 22.4% | 6.1% | 12.9% | -22.6% | 4.7 | 0.0% | -29.2%
Cc1cccc(NS(=O)(=O)c2cccc3nonc23)c1 | -5.0% | -12.6 | 0.5% | 1.9% | ? | -2.5% | 1.0 | 2.2% | 2.0%
Cc1cc(OCc2cc(C(=O)NC3CCC3)no2)cc(C)c1Cl | -1.9% | 8.0 | -1.3% | 0.0% | -6.3% | 20.3% | 6.9 | -0.2% | 6.5%
COCCNC(=O)/C(C#N)=C/c1cn(CC(=O)NCc2ccco2)c2ccccc12 | 0.1% | 29.5 | 74.2%[activator] | -6.1% | 16.4% | -12.7% | 25.0 | -5.2% | -27.3%
COc1ccc(NC(=O)C(=O)NCCN2CCN(C(=O)c3cccs3)CC2)cc1 | -2.6% | -10.1 | 74.2%[activator] | -0.4% | 7.6% | 0.0% | 26.0 | 7.2% | 1.7%
Cc1ccc(C)c(NC(=O)c2cnc(N3CCCC3)nc2C)c1 | . | . | -1.2% | . | . | 14.7% | -2.9 | 12.1% | .
COC(=O)[C@H](Cc1ccccc1)NC(=O)C1CCN(C(=O)[C@H](C)NS(=O)(=O)c2ccc(C)cc2)CC1 | 3.0% | -50.0* | -10.5% | -3.9% | -1.5% | 0.0% | -0.7 | -5.5% | -6.7%
Cc1cc(C)n(-c2nc3ccccc3nc2Nc2cccc(C(F)(F)F)c2)n1 | . | . | 5.5% | . | . | 7.3% | 7.1 | 2.5% | .
CS(=O)(=O)Nc1ccccc1C(=O)NCCSc1ccc(Cl)cc1 | 0.7% | 16.8 | -8.4% | -23.6% | 9.0% | -1.7% | -24.1 | 3.7% | ?
Cc1nc(NC(=O)CSc2nc3cccnc3n2C2CCCCC2)sc1C | 3.4% | -12.2 | -4.9% | -22.4% | ? | -25.3% | -1.4 | -16.5% | -3.0%
Cc1c(C(=O)NCc2cccc(Cl)c2)sc(=O)n1Cc1ccc(C(=O)N(C)C)cc1 | . | -11.7 | -4.9% | -8.4% | . | 20.6µM* | 6.3 | ? | -15.6%
CC1CCN(C(=O)CN2C(=O)c3cccc4cccc(c34)C2=O)CC1 | -2.5% | 11.2 | 0.1%[7.66 µM] | 20.9% | -3.3% | ? | -0.6 | 16.5% | 1.6%
COc1ccc(Cl)c2c1[nH]c1nc(SCc3ccccn3)nnc12 | -4.9% | -81.9* | -7.8% | -26.3% | -1.6% | ? | -17.4 | 10.5% | -21.1%
CNC(=O)COc1ccc(Cl)c2cccnc12 | 1.4% | ? | 8.3% | 5.8% | 1.1% | 15.2% | 1.3 | -0.2% | 6.3%
Cc1nn(Cc2ccccc2Cl)c(C)c1NC(=O)CCCn1nc(C)c([N+](=O)[O-])c1C | -6.2% | -10.7 | -9.9% | -3.3%[9.24 µM] | -0.1% | 1.6% | 7.6 | -4.0% | 5.5%
CCOC(=O)Cn1cc(C#N)c(=O)[nH]c1=O | -3.3% | 15.7 | 0.9% | 5.6% | 0.9% | 28.9% | 13.9 | -22.0% | 4.7%
Cc1ccccc1NS(=O)(=O)c1ccc(C(=O)N2CCCC(C(F)(F)F)C2)cc1 (configuration not stated) | 2.3% | -2.1 | -5.6% | -7.9% | 29.3% | ? | -4.2 | -1.9% | -2.2%
O=C(Nc1cccc(NC(=O)C2C3CC4OC(=O)C2C4C3)c1)c1ccccc1 (configuration not stated) | -4.5% | -8.8 | -1.2% | -0.8% | 2.4% | -9.6% | -5.1 | -1.3% | 1.9%
COc1cccc(C(=O)NC(=S)Nc2ccc([N+](=O)[O-])cc2C)c1 | . | 0.0 | -19.2% | 11.4% | -1.5% | ? | 6.1 | -11.3% | 13.9%
O=C(Cn1cnc2c(OCc3ccccc3)ncnc21)N[C@H](CO)Cc1cc2ccccc2[nH]1 | 3.2% | -1.7 | -10.0% | 0.0% | 11.8% | 1.5% | 11.4 | -3.3% | -15.4%
CN(Cc1ccccc1)c1cc(Cl)nc(N)n1 | 27.9% | -19.0 | 3.0% | -10.6% | ? | -22.3% | 38.4* | 0.0% | -1.8%
COc1ccc(C(CNC(=O)c2cccc(S(=O)(=O)N3CCOCC3)c2)N2CCOCC2)cc1 (configuration not stated) | -7.1% | 0.5 | -9.2% | 8.0% | 4.6% | 14.3% | 1.8 | 3.8% | 4.7%
COc1cc2c(c(OC)c1OC)-c1c(cc3c(c1OC)OCO3)C1OC2[C@@H](C)[C@H]1C (some centres not stated) | -4.2% | -5.2 | 0.5% | 5.3% | ? | -4.1% | 16.0 | 10.2% | 13.3%
COc1cccc(N/C(C)=C/C(=O)c2ccc(Br)cc2)c1 | 0.2% | -7.9 | 18.4% | -13.7% | 20.6µM* | -3.2% | -15.5 | -4.1% | -1.0%
COc1ccc(/C=C(/NC(=O)c2ccc(OC)cc2)C(=O)NCCc2c[nH]c3ccccc23)cc1 | 1.2% | -5.2 | -26.1% | 2.3% | ? | ? | 5.1 | ? | 10.7%
O=S(=O)(Cc1ccc(Cl)cc1)N1CCN(c2ncccn2)CC1 | -13.0% | 0.0 | -2.4% | 17.1% | 2.2% | 0.8% | 5.2 | 14.7% | 12.0%
Cc1noc(/C=C/c2ccco2)c1S(=O)(=O)N1CCC(C(=O)NCc2ccco2)CC1 | 9.1% | -21.5 | 6.5% | 0.4% | 0.7% | -3.4% | 2.7 | 8.5% | 5.8%
Cc1cccc2c(C(=O)Nn3cnnc3)cc(-c3ccccc3Cl)nc12 | -0.8% | 9.2 | 2.0% | -4.5% | 15.5% | 1.9% | 3.7 | 7.8% | 2.8%
CCNC(=O)COC(=O)COc1ccc(Cl)cc1C | 3.3% | -1.4 | 11.0% | 14.2% | ? | 7.8% | 0.3 | 4.6% | 7.8%
COc1ccc(-c2oc3ncnc(NCCCO)c3c2-c2ccc(OC)cc2)cc1 | 6.3% | -68.8* | -2.2% | ? | ? | -29.4% | 2.4 | ? | ?

Reprinted from the entries so far for reference:
SMILES | SW480 rereplic | IL-1B inflam inh | GLP1R cytotox | HT1080 IDH1KD tx | MCF10A rereplic | KB-V1 MDR tox | DRD3 agonist | KB-3-1 cytotox | HT1080NT lethal
CCNC(=O)COC(=O)COc1ccc(Cl)cc1C | 3.3% | -1.4 | 11.0% | 14.2% | ? | 7.8% | 0.3 | 4.6% | 7.8%
COc1ccc(-c2oc3ncnc(NCCCO)c3c2-c2ccc(OC)cc2)cc1 | 6.3% | -68.8* | -2.2% | ? | ? | -29.4% | 2.4 | ? | ?
